M1AAP inhibition – P. falciparum M1AAP inhibitors, biochemical, fluorogenic H-Leu-NHMec substrate, 1536-well (AID 1445); recombinant M1AAP, H-Leu-NHMec fluorogenic kinetic assay; higher % means a stronger effect; inhibition, % at 30 µM; hits with a dose series show IC50 in µM; 0.42% of 220,000 active;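 active = primary inhibition above the hit cutoff, then over 50% inhibition at one or more dose response concentrations, cut at about 23% in these data, passing the limit was not always enough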;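 note: plate controls were DMSO full reaction for no effect and no enzyme background for full effect; strong numbers were not always called active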
M17LAP inhibition – P. falciparum M17LAP inhibitors, primary screen, biochemical, fluorogenic H-Leu-NHMec substrate, 1536-well (AID 1619). recombinant M17LAP, H-Leu-NHMec fluorogenic kinetic assay; higher % means a stronger effect. inhibition, % at 30 µM; hits with a dose series show IC50 in µM. 0.38% of 220,000 active;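 active = compound inhibiting the enzyme by more than half at any dose during confirmatory dose-response retesting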;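 note: plate controls were full reaction with DMSO carrier for no effect and no enzyme background for full effect; strong numbers were not always called active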
Hep lipid drop – hepatic lipid droplet formation modulation; AML12 mouse hepatocytes, oleate lipid droplets, BODIPY imaging; inhibition, % at 6.5 µM; 0.4% of 240,000 active; AID 1656;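 active = lipid droplet intensity inhibited by at least 50%, with more than 500 cells counted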
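Assay system: AML12 mouse liver cells | Compound dosing: One dose, 6.5 µM compound | Read-out basis: Droplet intensity reduction, % inhibition | Measured by: Fluorescence imaging, 20x objective, two fields per well | Schedule: Overnight treatment with compound plus oleate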
TNAP activators – stimulation of alkaline phosphatase TNAP activity – biochemical, luminescent, no phosphate acceptor, uHTS, primary screen (AID 1001). one-dose activation fold at 20 µM; EC50 in µM for titrated hits. 0.03% of 200,000 active. purified TNAP, luminescent activation assay, no phosphate acceptor; higher activation fold means a stronger effect; in the data active = activation fold from about 3, or a potency from the dose series; inactive = the rest, 99 in 100 with activation fold below about 1.6; note: many of its hits are not listed in these tables
PMI inhibition – MPI inhibition at elevated mannose 6-phosphate – biochemical, fluorescence intensity, high mannose 6-phosphate, primary screen (AID 1220). 0.66% of 190,000 active. recombinant PMI enzyme, coupled fluorescence intensity; higher % means a stronger effect. one-dose inhibition, % at 20 µM; IC50 in µM for titrated hits
K1F lysis inhibition – inhibition of K1F phage lysis, E. coli UTI89, bacterial capsule biogenesis inhibitors, alamar blue (AID 488966) | E. coli UTI89 K1F phage lysis, alamar blue, 2 h; higher % means a stronger effect | inhibition, % at 100 µM, or IC50 in µM where a hit was titrated | 0.02% of 340,000 active;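 active = phage lysis inhibition, versus mean bacterial control, above a set limit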;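 note: capsule biogenesis inhibitors block K1F phage lysis so surviving cells raise fluorescence; higher fluorescence means more inhibition of phage lysis; actives were called in the ten point dose series up to 300 µM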
SIAH1 antagonists – blockers of Siah-1 interaction with plectin peptide – biochemical, fluorescence polarization, rhodamine-plectin, uHTS, primary screen (AID 1817); 0.02% of 290,000 active; one-dose displacement, % at 20 µM; IC50 in µM for titrated hits; Siah-1 / rhodamine-plectin peptide fluorescence polarization; higher % means a stronger effect;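 active = displacement of at least 50% at 20 µM, with a fluorescence ratio check between 0.3 and a set limit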;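 note: plate controls were Siah plus tracer with DMSO for no effect and tracer alone without Siah for full effect; strong numbers were not always called active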
XIAP displacement – small molecules displacing peptide from XIAP – biochemical, IAP family, fluorescence polarization (AID 1018); displacement, % at 20 µM, or IC50 in µM where a hit was titrated; 0.007% of 200,000 active; XIAP BIR domain, fluorescence polarization peptide displacement; higher % means a stronger effect; in the data active = displacement above about 50%; note: a part of the inactive calls stands beside numbers as strong as those of hits
human PMI inhibition – MPI enzyme activity inhibition – biochemical, fluorescence intensity, coupled assay, primary screen (AID 1209) | purified PMI enzyme, coupled fluorescence intensity; higher % means a stronger effect | inhibition, % at 20 µM, or IC50 in µM where a hit was titrated | 0.42% of 190,000 active;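 note: plate controls were DMSO vehicle for no effect and wells lacking substrate for full effect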
Hep lipid drop cells 6.5 µM – further read-out of Hep lipid drop, marked with its call; cell count; measured here: cell count, cytotoxicity flag;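 cells counted across two imaged fields per well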
* = called active by the depositor; i = inactive; . = no result given; [ ] = remark or other dose. Cut-off read from the data, not from the text of the source, unless noted: active = inhibition above about 50%; inactive = the rest.

compound | M1AAP inhibition | M17LAP inhibition | Hep lipid drop | Hep lipid drop cells 6.5 µM | TNAP activators | PMI inhibition | K1F lysis inhibition | SIAH1 antagonists | XIAP displacement | human PMI inhibition
Cn1c(=Nc2ccc(N3CCOCC3)cc2)ccc2ccccc21 | 18% | 6% | . | . | 1 | 6% | 0.4% | 2% | -7.9% | 78%*
Cc1nc(CS(=O)(=O)c2ccccc2)cc(Sc2ccccc2Cl)n1 | 2% | 5% | 7 | 721 | 1 | 21% | 1.7% | 0% | -3.4% | 16%
COc1ccc(C(C)=O)cc1CSc1nc2cc(Cl)ccc2o1 | -4% | -14% | -10 | 792 | 1 | 5% | 0.1% | 2% | -6.6% | 3%
O=C(CCN1C(=O)C2CC=C(Cl)CC2C1=O)NC1CCCCC1 (stereo not given) | 2% | 11% | 9 | 802 | 1.2 | -11% | 6.2% | 0% | -2.3% | -8%
O=C1NC(CCc2ccccc2)C(=O)N1Cc1ccc(Br)cc1 (stereo not given) | -5% | -1% | 12 | 650 | 1 | 10% | -0.4% | -5% | -5.3% | 11%
CC(C)(C)C(=O)NC(=S)Nc1ccccc1C(N)=O | 0% | 1% | 10 | 690 | 1.1 | 7% | 0.7% | 0% | -6.0% | 12%
Nc1ccc(-c2cc(-c3ccc(N)cc3)nc(-c3ccccc3)n2)cc1 | 11% | -1% | -2 | 693 | 1 | -18% | 0.8%[50 µM] | -3% | -6.2% | -6%
Cc1ccc(C)c(CSc2nnc(-c3cccnc3)n2N)c1 | 7% | -7% | . | . | 1.1 | 5% | 0.5% | 1% | -2.0% | 4%
O=C(CC(=O)c1cccc([N+](=O)[O-])c1)Nc1ccccc1Cl | 5% | 11% | -2 | 701 | 1 | -6% | 0.1% | 8% | -14% | -9%
O=C(/C=C/c1ccccc1)NC1CCCc2ccccc21 (stereo not given) | -4% | -2% | 14 | 688 | 1 | 3% | . | 9% | -4.9% | 3%
O=C(NNC(=O)C1CCCN(S(=O)(=O)c2ccc3ccccc3c2)C1)C1CC1 (stereo not given) | 10% | 6% | 4 | 718 | 1.1 | 7% | . | -5% | -3.5% | 2%
COc1ccccc1OCCN1CSC(=S)N(C)C1 | 1% | 6% | -16 | 756 | 1 | 12% | i | 12% | -5.2% | 15%
CN(C)c1ccc(/C=N/NC(=O)c2nonc2N)cc1[N+](=O)[O-] | 14% | 56µM* | 26 | 648 | 0.9 | 17% | 3.0% | -8% | -2.9% | 13%
COc1ccc(N2CCN(CC(O)COc3ccccc3[N+](=O)[O-])CC2)cc1 (stereo not given) | 8% | -3% | 8 | 705 | 1.1 | -26% | 0.1% | 4% | 2.8% | -25%
c1ccc(C[n+]2cccc3c4ccccc4ccc32)cc1 | 12% | -137% | . | . | 1 | -5% | 0.3% | -1% | -4.9% | 4%

compound | M1AAP inhibition | M17LAP inhibition | Hep lipid drop | Hep lipid drop cells 6.5 µM | TNAP activators | PMI inhibition | K1F lysis inhibition | SIAH1 antagonists | XIAP displacement | human PMI inhibition
COc1ccc(OC)c(Nc2nc(-c3ccc(O)c(O)c3)cs2)c1 | 13% | 14% | 8 | 718 | 0.8 | 50% | 0.9% | 45% | -4.4% | .
COCCCNC(=O)COc1cc(C)c(Cl)c(C)c1 | 5% | 3% | . | . | 1.1 | 9% | 4.5% | -1% | -10% | 3%
COc1ccccc1CNC(=O)CN(c1ccc(C)cc1)S(=O)(=O)c1c(C)nn(C)c1C | -2% | -7% | . | . | 1.1 | 4% | -0.6% | 3% | -6.9% | 4%
Cc1ccc(S(=O)(=O)NNC(=O)c2snnc2C)cc1 | -5% | -1% | 5 | 806 | 1.2 | -11% | 6.3% | 1% | -2.0% | -9%
CCn1c(=O)n(CC(=O)Nc2cccc(OC)c2)c(=O)c2ccccc21 | 5% | 19% | 2 | 737 | 1.1 | 10% | 4.6% | -2% | -2.5% | 14%
COC(=O)C1C2CCC(C2)C1C(=O)OCC(=O)c1ccc(C)cc1 (stereo not given) | -7% | 1% | -14 | 815 | 1.1 | 2% | -1.6% | 1% | -5.8% | -2%
N#Cc1ccc(C23CC4(C2)[C@H](CN(Cc2ccc(-c5ccccc5)cc2)[C@@H]4c2ccccc2)C3c2ccc(C(F)(F)F)cc2)cc1 (stereo not given in full) | 4% | 0% | -6 | 705 | . | . | . | 4% | . | .
Clc1ccc(-n2c(SCc3nc4ccccc4[nH]3)nnc2-c2ccncc2)cc1 | 3% | 2% | . | . | 1.1 | 1% | -0.5% | 1% | -0.2% | 6%
COC(=O)c1sccc1NC(=S)N1CCN(c2ccccc2F)CC1 | 1% | 3% | 8 | 636 | 1.1 | -1% | 4.8% | 1% | -2.8% | 10%
CCOC(=O)CNS(=O)(=O)c1ccc(C)cc1 | -1% | -12% | 1 | 721 | 1.1 | -4% | 0.0%[50 µM] | 4% | 1.4% | -3%
Cc1cccc2cc3c(NC(=O)c4ccccn4)nn(C)c3nc12 | -3% | -10% | . | . | 1 | -12% | 0.5% | 1% | -4.7% | -2%
C/C(=N\NC(=O)c1ccc(CN(C)S(=O)(=O)c2ccc(C)cc2)cc1)c1ccc(OC(F)F)cc1 | -1% | 2% | 9 | 649 | 1.1 | 7% | 1.9%[50 µM] | 7% | -6.0% | 12%
COC(=O)c1sc(NC(=S)NC(=O)c2ccccc2C)nc1C | . | . | 9 | 740 | 1 | 5% | 1.0% | 5% | 2.6% | 7%
COc1nc(Oc2ccc(C(=O)OCC(N)=O)cc2)nc(N(C)C)n1 | 0% | -11% | . | . | 1 | 15% | -0.3% | -5% | -0.4% | 9%
O=C(NC1CC1)C1=C[C@@H](c2c[nH]c3ccccc23)C[C@@H](OCCCCO)O1 | 0% | -6% | -17 | 684 | . | . | 0.2% | 15% | . | .

compound | M1AAP inhibition | M17LAP inhibition | Hep lipid drop | Hep lipid drop cells 6.5 µM | TNAP activators | PMI inhibition | K1F lysis inhibition | SIAH1 antagonists | XIAP displacement | human PMI inhibition
CCc1nnc(NC(=O)CSc2nc3ccccc3c(=O)n2CCCOC)s1 | 11% | -1% | -12 | 697 | 1.2 | 7% | -0.1% | -2% | -19% | 4%
CNc1ccc(SC#N)cc1 | 8% | 1% | 11 | 710 | 1.1 | 10% | 0.0% | -2% | -1.3% | -15%
COc1ccc(-c2nc(C=O)cs2)cc1 | 15% | 3% | 24 | 754 | . | . | 0.7% | 12% | . | .
CCOC(=O)c1cnc2ccc(OCC)cc2c1N1CCN(C)CC1 | 10% | 14% | . | . | 1 | 7% | 0.1% | -1% | -0.7% | 3%
O=C(O)CC1NC(=S)N(c2ccccc2)C1=O (stereo not given) | 11% | 7% | -10 | 604 | 1.2 | 13% | 4.7% | 7% | 0.3% | 9%
CC1CCN(C(=S)c2cccc(O)c2)CC1 | 1% | 1% | 6 | 538 | 1 | -1% | -0.2% | 3% | -3.3% | 4%
CCOC(=O)CNCCC(=O)c1ccc(Br)cc1 | 0% | 1% | 0 | 499 | 1.1 | . | -1.2%[50 µM] | 4% | -3.8% | .
CCn1c(SC2CCOC2=O)nnc1-c1ccc(Cl)cc1 (stereo not given) | 2% | 15% | -3 | 742 | 1.2 | 8% | -0.6% | 12% | -0.1% | 0%
COc1ccc(-c2ccc3c(n2)sc2c(=O)[nH]c(=O)[nH]c23)cc1OC | 6% | 24% | 6 | 669 | 1.3 | 1% | . | 4% | -3.1% | -4%
CCn1c(SCC(=O)NCCOC)nc2sc(C)c(C)c2c1=O | 4% | -5% | 8 | 782 | 1 | -11% | . | -8% | -2.7% | -1%
CCO/C=C1\C(=O)N(c2ccc(OCC)cc2)C(=O)c2ccccc21 | -7% | -1% | 9 | 692 | 1 | 9% | 0.3% | 4% | -5.9% | -21%
O=C(CCc1ccccc1)Nc1ncc2c(n1)CCCC2=O | 11% | -2% | . | . | 1.1 | -1% | 0.3% | 5% | -0.9% | -8%
Clc1ccc(N2CCCCCC2)nn1 | 1% | 8% | . | . | 1 | 0% | 0.5% | -2% | 0.3% | 2%
Fc1cccc(Oc2nc3ccccc3n3cccc23)c1 | 4% | 0% | -10 | 630 | 1 | 6% | -0.3% | -2% | -7.1% | 4%
Cc1c(Cl)cccc1NC(=S)N1CCN(c2ncccn2)CC1 | 0% | 2% | 9 | 659 | 1 | -6% | 0.1% | 6% | -4.0% | 10%

Fetched one by one from above (three):
compound | M1AAP inhibition | M17LAP inhibition | Hep lipid drop | Hep lipid drop cells 6.5 µM | TNAP activators | PMI inhibition | K1F lysis inhibition | SIAH1 antagonists | XIAP displacement | human PMI inhibition
CNc1ccc(SC#N)cc1 | 8% | 1% | 11 | 710 | 1.1 | 10% | 0.0% | -2% | -1.3% | -15%
Cc1c(Cl)cccc1NC(=S)N1CCN(c2ncccn2)CC1 | 0% | 2% | 9 | 659 | 1 | -6% | 0.1% | 6% | -4.0% | 10%
CC1CCN(C(=S)c2cccc(O)c2)CC1 | 1% | 1% | 6 | 538 | 1 | -1% | -0.2% | 3% | -3.3% | 4%

Next results:
compound | M1AAP inhibition | M17LAP inhibition | Hep lipid drop | Hep lipid drop cells 6.5 µM | TNAP activators | PMI inhibition | K1F lysis inhibition | SIAH1 antagonists | XIAP displacement | human PMI inhibition
CN(C)S(=O)(=O)c1ccccc1C#N | -2% | -8% | 9 | 758 | 1.1 | 11% | 0.5% | -4% | -3.8% | 6%
CN(C(=O)c1cccn(Cc2ccccc2)c1=O)c1ccccc1 | 4% | 2% | 8 | 737 | 1.1 | -4% | -0.7% | 3% | -4.9% | -16%
O=C(CSC1=NNC(c2ccccn2)S1)Nc1cccc(Cl)c1 (stereo not given) | -21% | -10% | -33 | 578 | . | . | . | -7% | . | .
COc1cc(NC(=S)N2CCc3ccccc3C2)cc(OC)c1 | 2% | 1% | 9 | 730 | 1.1 | 9% | 0.1% | 6% | -6.6% | 16%
CSc1ccccc1NC(=O)COc1ccccc1Cl | -3% | -10% | . | . | 1 | 12% | 4.7% | 2% | -22% | 15%
O=C(Nc1ccc(Oc2ccc3ccccc3c2)cc1)c1ccco1 | 5% | -11% | -1 | 744 | 1.1 | 8% | -0.3% | 1% | -5.9% | 17%
Cc1ccc2nc(SCc3nnc(-c4cccs4)o3)[nH]c2c1 | 4% | 6% | . | . | 1.1 | 6% | 0.1% | -2% | 2.9% | 14%
CCN1CCN(CCCN(Cc2cccs2)C(=S)Nc2ccccc2C)CC1 | -1% | -2% | 20 | 679 | 1.1 | -21% | 0.0% | 3% | -4.3% | -31%
CS(=O)(=O)N1CCC(C(=O)N2CCN(c3ccc(F)cc3)CC2)CC1 | -1% | -7% | -5 | 697 | 1.1 | . | 0.4% | 9% | -1.9% | .
O=C(NCCCCc1ccccc1)C1CC(c2cccc(F)c2)=NO1 (stereo not given) | 2% | -7% | . | . | . | . | 0.5% | 15% | . | .
O=C(O)Cn1c(-c2ccccc2)nc2ccccc21 | -3% | -2% | . | . | 1 | -7% | 4.7%[50 µM] | 0% | -9.0% | -7%

Source: PubChem

No enrichment for hits (roughly 1.9% active in at least one column).
